Screening results (PubChem)
Yfh1-depleted yeast: mitochondrial function rescue without frataxin homolog – Friedreich's ataxia, plus single-dose screen, dose response (AID 1465); S. cerevisiae Yfh1-off respiration, WST-1 reduction, 72 h; higher fold induction means a stronger effect; one-dose fold induction at 50 µM; EC50 in µM for titrated hits; 220,000 tested, 0.074% active;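 active means fold induction of absorbance versus untreated yeast above a set limit, then at least 30% activation at any dose in follow-up; inconclusive means repeats straddling the limit, or above it without dose testing; inactive means fold induction below the set limit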;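 further: activators that raise dye reduction in frataxin-depleted yeast; strong numbers were not always called active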
AID2073: disruptors of CaV2.2 binding to Mint1 – biochemical, HTRF (AID 2073) | HTRF protein-protein interaction, Mint1-CaV2.2; higher % means a stronger effect | one-dose inhibition, % at 20 µM; IC50 in µM for titrated hits | 290,000 tested, 0.19% active; in the data active means inhibition mostly above about 51%, no sharp cut-off; inconclusive means no clear call, values can overlap the other calls; inactive means mostly below about 53%; further: some results filed as inactive read as strong as hits
KOR beta-arrestin-1: KOR antagonists, beta-arrestin recruitment, cell-based, luminescence, uHTS (AID 1778); one-dose inhibition, % at 10 µM; IC50 in µM for titrated hits; KOR beta-arrestin recruitment, luminescence, antagonist mode; higher % means a stronger effect; 290,000 tested, 0.091% active; further: strong numbers were not always called active
NOD2 inhibition: inhibition of NOD2-driven NF-kB reporter – cell-based, luminescence, uHTS, HEK293 (AID 1566). HEK293 NOD2/NF-kB luciferase reporter, luminescence; higher % means a stronger effect. one-dose inhibition, % at 4 µM; EC50 in µM for titrated hits. 290,000 tested, 0.63% active; further: many of its hits are not listed in these tables
KOR beta-arrestin-2: kappa opioid receptor activators – cell-based, luminescence, uHTS, primary screen (AID 1777); 280,000 tested, 0.02% active; one-dose activation, % at 10 µM; EC50 in µM for titrated hits; KOR beta-arrestin recruitment, luminescence; higher % means a stronger effect; in the data active means activation above about 50%, passing the limit was not always enough; further: a part of the inactive calls stands beside numbers as strong as those of hits
NOD1 NF-kB reporter: NOD1 signaling inhibitors, primary screen, cell-based, luminescence, uHTS (AID 1578) | NOD1-driven NF-kB luciferase reporter cells, luminescence; higher % means a stronger effect | inhibition, % at 4 µM, or EC50 in µM where a hit was titrated | 290,000 tested, 1% active; in the data active means inhibition mostly above about 36%, no sharp cut-off; inactive means mostly below about 34%;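 further: HEK-293T reporter cells stimulated with the NOD1 agonist gamma-tri-DAP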
West Nile virus CPE: West Nile virus antiviral activity, cell-based, CPE readout (AID 1621) | West Nile virus-infected cells, CPE inhibition; higher % means a stronger effect | CPE inhibition, % at 10 µM; hits with a dose series show IC50 in µM | 290,000 tested, 0.02% active; in the data active means a potency from the dose series; inconclusive means CPE inhibition mostly from about 3.7% at the one dose, without a potency; inactive means the rest, 99 in 100 with CPE inhibition below about 2.2%; further: strong numbers were not always called active
HIV peptide binding: cell-free HIV fusion peptide-binding blockers – biochemical, uHTS, fluorescence dequenching, primary screen (AID 1986); 290,000 tested, 0.3% active; cell-free peptide binding, fluorescence dequenching, 30 min; higher % means a stronger effect; inhibition, % at 20 µM, or IC50 in µM where a hit was titrated; in the data active means inhibition mostly above about 52%, no sharp cut-off; inactive means mostly below about 76%; further: some results filed as inactive read as strong as hits
Dengue-2 NS5 capping: Dengue-2 NS5 methyltransferase inhibitors, primary screen, biochemical, confirmation dose response (AID 588689). inhibition, % at 25 µM, or IC50 in µM where a hit was titrated. Dengue-2 NS5 methyltransferase capping enzyme assay, biochemical; higher % means a stronger effect. 340,000 tested, 0.3% active; in the data active means a potency from the dose series; inconclusive means inhibition above about 29% without an active follow-up result
Dengue-2 NS5 capping pilot replicate: also measured in Dengue-2 NS5 capping; calls as there; inhibition, %; measured here: pilot screen replicate inhibition
An asterisk follows results filed as active; i = inactive; ? = inconclusive; . = not tested or not shown; [ ] = remark or other dose. Unless noted, no stated cut-off is given here; in the data, active means inhibition above about 50%; inactive means the rest. These rows are one share of the data (hit frequency here may not be typical).

SMILES	Yfh1-depleted yeast	AID2073	KOR beta-arrestin-1	NOD2 inhibition	KOR beta-arrestin-2	NOD1 NF-kB reporter	West Nile virus CPE	HIV peptide binding	Dengue-2 NS5 capping	others
CCn1cc(C2C(C(=O)Nc3cc(C)ccn3)=C(C)NC3=C2C(=O)CC(C)(C)C3)c(C)n1 (configuration not stated)	i	19.4%	-45.1%	-0.3%	5.5%	-40.3%	0.1%	0.1%	3.2%
CCN(c1ccc(C)cc1C)S(=O)(=O)c1nnc(NC(=O)c2ccco2)s1	.	19.5%	-28.0%	14.7%	1.0%	2.6%	-0.6%	17.3%	7.2%
CSc1ccc(C(=O)C2CCCN(C(=O)Cc3nonc3C)C2)cc1 (configuration not stated)	i	2.6%	-19.8%	14.2%	-2.3%	-9.6%	-1.2%	0.1%	-6.3%
c1ccc(Cn2nnnc2C(c2ccccc2)N2CCN(c3nc4ccccc4s3)CC2)cc1 (configuration not stated)	i	3.4%	8.5%	-12.0%	3.4%	-6.4%	0.2%	0.3%	-0.7%
COC(=O)/C=C1\S/C(=N/NC(=O)c2ccccc2)NC1=O	i	5.0%	9.4%	8.5%	0.3%	-17.1%	0.3%	2.5%	-1.6%
c1ccc(-c2ccnc3nc(N4CCN(c5ccccc5)CC4)nn23)cc1	i	19.0%	-3.6%	7.3%	-0.1%	-13.2%	0.1%	1.5%	-1.2%	Dengue-2 NS5 capping pilot replicate=2.4
Cc1nc(N2CCN(c3ccccc3)CC2)[nH]c(=O)c1C	.	5.1%	2.7%	28.4%	-3.0%	8.4%	-0.9%	-0.6%	-6.6%	Dengue-2 NS5 capping pilot replicate=-5.2
CCOc1ccc(S(=O)(=O)NCc2ccc(OC)cc2)c2cccnc12	i	-1.1%	-19.7%	3.7%	2.6%	-19.5%	-0.2%	2.5%	-0.7%
Cc1cccc(NC(=O)/C(=C/c2cccc([N+](=O)[O-])c2)NC(=O)c2cccs2)c1	i	25.7%	1.2%	6.7%	-5.0%	-26.4%	0.2%	-3.0%	-1.5%
CC(=O)c1sc2nc(-c3cccs3)ccc2c1N	i	-2.3%	19.0%	-0.1%	0.5%	1.7%	0.4%	2.6%	21.0%
CCCSC1=C(C#N)C(c2cccs2)C(C(=O)Nc2ccccc2)=C(C)N1 (configuration not stated)	i	6.5%	-18.5%	1.9%	6.3%	-0.8%	-0.4%	0.5%	-1.6%
Cc1ccc(NC(=S)Nc2ccc3cn[nH]c3c2)cc1C	i	-4.5%	-20.4%	2.1%	-4.2%	-9.7%	0.2%	0.3%	13.6%
COc1cc(C2NC(=O)NC(C)=C2C(=O)OC2CCCCC2)cc(Br)c1O (configuration not stated)	i	-7.1%	28.4%	2.4%	-4.3%	-19.3%	-0.2%	-2.6%	-2.8%
COCCOC(=O)c1[nH]c2c(c1C)C(=O)CC(c1ccccc1)C2 (configuration not stated)	.	14.5%	8.1%	-5.4%	-1.6%	-5.4%	.	0.7%	.
N#Cc1cc2c(nc1SCC(=O)O)CCCCC2	i	1.9%	-12.8%	-42.8%	2.5%	6.5%	0.0%	-1.9%	-4.6%
O=C(NC12CC3CC(CC(C3)C1)C2)c1cc([N+](=O)[O-])ccc1Cl	.	7.8%	-47.3%[20 µM]	-7.9%	7.1%	-41.1%	0.4%	0.2%	6.1%
CC(C)CNC(=S)N1CCC(NC(=O)c2ccco2)CC1	i	-15.1%	-6.7%	-6.1%	-1.5%	-10.6%	-1.2%	1.3%	-11.1%
COc1cc(/C=N\NC(=O)c2cccc(Cl)c2)ccc1Oc1ccc([N+](=O)[O-])cn1	i	5.1%	-24.7%	5.4%	7.9%	-12.9%	0.2%	-0.6%	-8.5%
O=C(COc1ccccc1C(=O)N/N=C\c1ccc(O)c(O)c1)N/N=C/c1ccc(O)c(O)c1	.	-13.4%	11.8%	18.1%	-0.3%	5.1%	.	46.4%	0.0%
COCCn1c(SCC(=O)Nc2ccc3c(c2)OCCO3)nnc1C(C)C	.	-6.1%	5.5%	6.8%	-3.0%	-10.0%	-0.6%	0.2%	-0.8%
COc1ccc(NC(=O)c2c(C)cc(=O)oc2C)c(OC)c1	i	0.1%	11.5%	-3.9%	-4.4%	-8.8%	0.9%	0.7%	-4.8%
COc1cc(C(=O)N/N=C/c2ccc3c(c2)c2ccccc2n3C)ccc1O	.	28.4%	-19.2%	9.4%	4.4%	32.9%	1.1%	-1.8%	1.3%
O=C(Nc1ccc(S(=O)(=O)Nc2nccs2)cc1)c1cc(=O)[nH]c2ccccc12	i	-12.5%	15.4%	21.7%	4.5%	-5.8%	0.2%	4.0%	5.2%
CN(C)CCC#CC1(O)c2ccccc2-c2ccccc21	.	5.6%	-25.1%	-10.8%	1.2%	-32.4%	-1.1%	1.4%	-0.4%
Cc1csc(Nc2ccc(C(=O)O)cc2)n1	i	10.0%	1.5%	-18.1%	-1.2%	-10.0%	-0.3%	2.1%	-2.3%
Cc1cc(=O)oc2cc(OCC(=O)N3CCC(C(N)=O)CC3)ccc12	.	13.4%	-13.0%[20 µM]	6.9%	.	-15.2%	-0.3%	-1.6%	0.7%
COc1ccc(CC(C)N2CCN(c3ccccc3)CC2)cc1OC (configuration not stated)	i	-2.5%	-5.3%	-5.2%	-7.6%	2.3%	-0.5%	-2.5%	-1.4%
COc1ccccc1NC(=O)COc1ccccc1C(=O)c1cnn(-c2ccccc2)c1	i	1.7%	22.5%	-27.2%	1.3%	-31.9%	-0.2%	2.6%	-1.8%
O=C(Nc1nnc(SCC(=O)N2CCCC2)s1)C1CC(=O)N(c2ccc(F)cc2)C1 (configuration not stated)	.	19.1%	15.6%	-11.3%	-5.1%	9.7%	0.1%	11.5%	-9.8%
COc1ccc(Oc2cc(C)c3cccc(C)c3n2)cc1	i	-4.4%	-23.7%	3.6%	4.0%	-3.4%	0.5%	0.6%	-3.5%
Cc1ccccc1-n1c(=O)cc(N2CCN(Cc3ccccc3)CC2)[nH]c1=O	i	8.6%	-56.8%	-4.1%	0.6%	-4.3%	-0.1%	0.1%	0.7%
O=C(Nc1cc(C(F)(F)F)ccc1N1CCOCC1)c1cncc(Br)c1	i	-1.5%	-6.3%	-3.5%	0.6%	-31.2%	-0.8%	24.1%	-0.7%	Dengue-2 NS5 capping pilot replicate=-3.3
Cc1ccc(CNC(=O)CSc2c3c(nc4cc(Cl)ccc24)CCCC3)o1	i	1.1%	-6.6%	-20.5%	0.1%	-15.2%	-0.3%	8.1%	-0.8%
CCOc1ccc2ncc(S(=O)(=O)c3ccccc3)c(N3CCC4(CC3)OCCO4)c2c1	i	1.1%	-32.8%	1.4%	-3.3%	-10.4%	-0.5%	0.2%	.
CC12CC3CC(C)(C1)CC(C(=O)Nc1nn[nH]n1)(C3)C2	i	3.3%	-4.7%	-8.5%	4.3%	-18.2%	0.0%	6.2%	-2.8%
Cc1ccc2cc(-c3noc(C4CCCO4)n3)c(=O)[nH]c2c1 (configuration not stated)	i	-4.9%	14.4%	-13.8%	4.8%	-51.5%	0.3%	0.6%	-4.9%

Brought forward from above: four compounds, followed by the next part.
SMILES	Yfh1-depleted yeast	AID2073	KOR beta-arrestin-1	NOD2 inhibition	KOR beta-arrestin-2	NOD1 NF-kB reporter	West Nile virus CPE	HIV peptide binding	Dengue-2 NS5 capping	others
Cc1ccc(CNC(=O)CSc2c3c(nc4cc(Cl)ccc24)CCCC3)o1	i	1.1%	-6.6%	-20.5%	0.1%	-15.2%	-0.3%	8.1%	-0.8%
CCOc1ccc2ncc(S(=O)(=O)c3ccccc3)c(N3CCC4(CC3)OCCO4)c2c1	i	1.1%	-32.8%	1.4%	-3.3%	-10.4%	-0.5%	0.2%	.
CC12CC3CC(C)(C1)CC(C(=O)Nc1nn[nH]n1)(C3)C2	i	3.3%	-4.7%	-8.5%	4.3%	-18.2%	0.0%	6.2%	-2.8%
Cc1ccc2cc(-c3noc(C4CCCO4)n3)c(=O)[nH]c2c1 (configuration not stated)	i	-4.9%	14.4%	-13.8%	4.8%	-51.5%	0.3%	0.6%	-4.9%
C/C(=N\NC(=O)C1COc2ccccc2O1)c1cc2ccccc2o1 (configuration not stated)	i	3.6%	-14.0%	17.8%	0.4%	-32.0%	-0.6%	1.3%	-17.2%
O=C(NCc1cccs1)c1ccccc1C(=O)NCc1cccs1	i	3.4%	28.4%	15.4%	-5.5%	-13.1%	0.7%	-2.9%	8.2%	Dengue-2 NS5 capping pilot replicate=-0.1
Cc1ccc(N2CCN(/N=C/c3ccccc3[N+](=O)[O-])CC2)cc1	i	-4.0%	3.9%	8.2%	-2.2%	-22.0%	-0.8%	0.4%	-5.3%
CCN1CCN(c2cc(N3CCN(C(=O)c4ccco4)CC3)c3c4c(onc24)-c2ccccc2C3=O)CC1	.	16.5%	-24.0%	17.6%	-7.7%	-24.6%	-1.8%	10.6%	24.1%
CCCCN=C1NN=C(c2cc3ccccc3o2)CS1	i	-6.8%	-7.3%	-18.5%	-2.8%	-44.2%	0.1%	3.1%	-31.6%
CN(C)c1ccc(/C=N/NC(=O)c2cnc3ccccc3c2)cc1	i	15.4%	29.1%	12.6%	-3.0%	3.3%	0.1%	69.2%	?
Cn1c(=O)c2c(ncn2CCOc2cccc(Br)c2)n(C)c1=O	.	12.6%	15.0%	5.7%	-4.1%	-2.4%	-0.8%	-0.2%	3.2%
CCN(C(=O)COC(=O)c1c(C)noc1C)C1CCS(=O)(=O)C1 (configuration not stated)	i	-1.5%	-17.6%	-9.1%	-0.7%	-52.6%	-0.1%	-0.5%	-8.1%
Cc1ccc(S(=O)(=O)N(CC(=O)Nc2ccccc2C(=O)O)c2ccccc2C)cc1	i	20.4%	-45.4%[20 µM]	10.3%	-1.2%	-32.7%	-0.6%	9.7%	-2.9%
COc1ccc(NC(=O)CSc2nnc(Cn3cnc4ccccc43)o2)cc1	i	-1.5%	-12.7%	8.2%	-7.7%	-13.4%	0.4%	-1.1%	-6.2%
Cc1c2n(c3ccccc13)CC/C2=N\O	i	3.6%	-20.3%	12.6%	3.4%	-12.2%	0.3%	0.1%	-3.1%
CCN(CC)CCNC(=O)c1cc(-c2ccc(Br)s2)nc2ccccc12	.	26.9%	-16.1%	2.4%	-0.5%	-1.6%	?	-0.8%	0.3%
CCn1cnc2c(oc3ccccc32)c1=O	i	-15.1%	-3.6%	1.7%	2.4%	-31.7%	0.6%	0.6%	1.5%
CCCn1nnc(NC(=O)COc2ccccc2Cl)n1	i	2.5%	20.5%	-7.4%	-0.8%	-15.3%	0.2%	2.0%	-0.7%
CCCCNC(=O)CCC(=O)NNc1nc2ccccc2c2nc(C)nn12	i	31.1%	6.5%	14.7%	3.6%	19.0%	0.5%	-1.6%	3.8%
Cc1ccc(NC(=O)CSCC(=O)NCCc2ccccc2)cc1	.	1.8%	-2.7%	-6.4%	-3.9%	-21.8%	-0.4%	1.3%	1.3%
Cc1cc(OCC(O)CN(CCO)CCO)ccc1Cl (configuration not stated)	i	12.4%	-12.0%	-4.1%	1.4%	-9.3%	0.8%	-1.7%	-0.7%
CCOc1ccc(NC(=O)NNC(=O)c2ccc(Cl)cc2Cl)cc1	i	8.2%	-3.0%[20 µM]	10.3%	-6.2%	-28.5%	0.3%	1.5%	-5.4%
